Assay outcomes: PubChem BioAssay, Broad Institute
NSD2 block: blocks human NSD2 histone methyltransferase activity | hit rate 0.07% among 44,000 | inhibition, % at 12.5 µM | NSD2-SET H3K36me1 DELFIA fluorescence, biochemical | AID 624260; in the data active = inhibition above about 54%, passing the limit was not always enough; inconclusive = no clear call, values can overlap the other calls;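 note: inhibitors reduce the monomethyl H3K36 fluorescence signal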
Active calls of the source: *; ? = inconclusive. The list is partial; the hit share may differ from the screen's.

NSD2 block	molecule
-2.2	Cc1noc(C)c1NC(=O)N(C)C[C@H]1Oc2ccc(NC(=O)CCCCCC(=O)Nc3ccccc3N)cc2CC(=O)N([C@@H](C)CO)C[C@H]1C
4.5	O=C(CCCCCCC(=O)NN=C1CCCC1)NO
-2.7	C[C@H]1CN([C@@H](C)CO)C(=O)c2c(c3ccccc3n2C)-c2ccccc2CO[C@H]1CN(C)Cc1ccncc1
1.0	C[C@@H]1CN([C@H](C)CO)C(=O)c2cc(Br)cnc2O[C@@H]1CN(C)Cc1ccncc1
-0.3	C[C@@H]1CN([C@@H](C)CO)C(=O)Cc2cc(NC(=O)Cc3cn(C)c4ccccc34)ccc2O[C@@H]1CN(C)C(=O)Nc1ccc(F)cc1
20.4	Cc1ccc(-c2cnc3c(c2)C(=O)N([C@@H](C)CO)C[C@H](C)[C@H](CN(C)C(=O)c2cccnc2)O3)cc1
13.0	CCC(=O)N(C)C[C@H]1Oc2ncc(Br)cc2C(=O)N([C@@H](C)CO)C[C@H]1C
6.4	C[C@@H]1CN([C@H](C)CO)C(=O)c2cc(-c3ccncc3)cnc2O[C@H]1CN(C)S(=O)(=O)c1ccccc1
-0.5	C[C@@H]1CN([C@H](C)CO)S(=O)(=O)c2ccc(C#C[C@@H](C)O)cc2O[C@H]1CN(C)CC1CCCC1
-5.9	COc1ccc(CNC(=O)C[C@@H]2CC[C@@H](NC(=O)CN(C)C)[C@@H](CO)O2)cc1
-1.1	O=C(CC1CC1)Nc1ccc2c(c1)[C@@H]1C[C@@H](CC(=O)N3CCc4ccccc4C3)O[C@@H](CO)[C@@H]1O2
3.0	C[C@@H]1CCCCO[C@@H](CN(C)S(=O)(=O)c2cn(C)cn2)[C@@H](C)CN([C@@H](C)CO)C(=O)c2cc(NC(=O)CCC(F)(F)F)ccc2O1
7.2	C[C@@H]1CCCCO[C@@H](CN(C)Cc2ccncc2)[C@@H](C)CN([C@H](C)CO)C(=O)c2cc(NC(=O)CCCN(C)C)ccc2O1
2.9	C[C@@H]1CN([C@@H](C)CO)C(=O)c2cccc(NC(=O)CCCCCC(=O)Nc3ccccc3N)c2O[C@@H]1CN(C)S(C)(=O)=O
1.3	CN1CCN(C(=O)C[C@H]2C[C@H]3c4cc(NC(=O)c5ccc6c(c5)OCO6)ccc4O[C@H]3[C@@H](CO)O2)CC1
5.5	O=C(NCCCN1CCCCCC1)C(c1ccccc1)C1CCCCC1 (stereo not drawn)
-8.2	C[C@@H]1CCCCO[C@H](CN(C)C(=O)Nc2ccc(C(F)(F)F)cc2)[C@H](C)CN([C@H](C)CO)C(=O)c2cc(N(C)C)ccc2O1
-0.2	C[C@H]1CN([C@@H](C)CO)C(=O)Cc2cc(NS(C)(=O)=O)ccc2O[C@@H]1CN(C)S(=O)(=O)c1cccs1
1.5	Cc1noc(C)c1S(=O)(=O)N(C)C[C@H]1Oc2c(cccc2N(C)C)C(=O)N([C@@H](C)CO)C[C@H]1C
0.9	COc1cccc(CN(C)C[C@H]2OCc3cn(nn3)CCCC(=O)N([C@H](C)CO)C[C@H]2C)c1
2.3	C[C@@H]1CN([C@H](C)CO)C(=O)c2cccc(NS(=O)(=O)c3cn(C)cn3)c2O[C@@H]1CN(C)C(=O)NC1CCCCC1
-4.4	CC(=O)N(C)C[C@@H]1Oc2cc(C#Cc3ccc(F)cc3)ccc2S(=O)(=O)N([C@@H](C)CO)C[C@@H]1C
-3.3	C[C@@H]1CCCCO[C@H](CN(C)S(=O)(=O)c2ccccc2)[C@H](C)CN([C@@H](C)CO)C(=O)c2cc(NS(=O)(=O)c3ccc(F)cc3)ccc2O1
-1.8	C[C@H]1CN([C@@H](C)CO)C(=O)Cc2cc(NC(=O)CCCCCC(=O)Nc3ccccc3N)ccc2O[C@H]1CN(C)S(=O)(=O)c1cccs1
5.5	COc1ccc(NC(=O)Nc2ccc3c(c2)CC(=O)N([C@H](C)CO)C[C@H](C)[C@H](CN(C)S(=O)(=O)c2ccc(C)cc2)O3)cc1
4.5	CN(C)C(=O)Nc1ccc(Cl)c(Cl)c1
11.4	COc1cccc(CN(C)C[C@@H]2OCc3cnnn3CCCC(=O)N([C@@H](C)CO)C[C@H]2C)c1
-4.9	CC(C)C#Cc1cnc2c(c1)C(=O)N([C@@H](C)CO)C[C@H](C)[C@H](CN(C)S(=O)(=O)c1cn(C)cn1)O2
2.2	O=C(C[C@H]1C[C@@H]2c3cc(NC(=O)c4cccnc4)ccc3O[C@@H]2[C@@H](CO)O1)NC1CCCCC1
6.6	C/C=C/c1cnc2c(c1)C(=O)N([C@H](C)CO)C[C@@H](C)[C@@H](CN(C)S(=O)(=O)c1ccc(C)cc1)O2
-1.1	C[C@H](CO)N1C[C@H](C)[C@H](CN(C)Cc2ccncc2)Oc2c(NC(=O)C3CCOCC3)cccc2C1=O
-7.6	C[C@H](CO)N1C[C@H](C)[C@H](CN(C)C(=O)Nc2cccc3ccccc23)Oc2c(NC(=O)Nc3ccc4c(c3)OCO4)cccc2C1=O
?	CCCN(C)C[C@@H]1Oc2ncc(-c3cccc(C#N)c3)cc2C(=O)N([C@@H](C)CO)C[C@@H]1C
0.6	C[C@H]1CN([C@@H](C)CO)C(=O)Cc2cc(NC(=O)Nc3cccc4ccccc34)ccc2O[C@@H]1CN(C)C(=O)Nc1ccccc1
1.8	C[C@H](CO)N1C[C@H](C)[C@H](CN(C)Cc2ccc(Cl)c(Cl)c2)OCc2cn(nn2)CCCC1=O
1.9	CO[C@@H](CN(C)S(=O)(=O)c1ccc(F)cc1)[C@@H](C)CN(C(=O)Nc1ccccc1F)[C@H](C)CO
8.7	C[C@@H]1CN([C@H](C)CO)C(=O)c2cc(NC(=O)Nc3ccc(F)cc3)ccc2O[C@@H](C)CCCCO[C@@H]1CN(C)S(=O)(=O)c1ccccc1
5.4	CN1CCN(C2=Cc3ccccc3Oc3ccc(Cl)cc32)CC1
-1.1	C[C@H](CO)N1C[C@H](C)[C@H](CN(C)S(=O)(=O)c2ccc(Cl)cc2)Oc2ccc(NC(=O)c3ccncc3)cc2CC1=O
-1.5	O=C(NN=C1CCCCCCC1)c1ccccn1

Quoted from the listing:
C[C@H](CO)N1C[C@H](C)[C@H](CN(C)C(=O)Nc2cccc3ccccc23)Oc2c(NC(=O)Nc3ccc4c(c3)OCO4)cccc2C1=O – NSD2 block: -7.6
C[C@H](CO)N1C[C@H](C)[C@H](CN(C)S(=O)(=O)c2ccc(Cl)cc2)Oc2ccc(NC(=O)c3ccncc3)cc2CC1=O – NSD2 block: -1.1

(listing goes on)
NSD2 block	molecule
-0.5	CS(=O)(=O)Nc1ccc2c(c1)[C@@H]1C[C@H](CC(=O)N3CCc4ccccc4C3)O[C@@H](CO)[C@@H]1O2
14.1	COc1ccc(C#Cc2ccc3c(c2)[C@]2(C(=O)N3)[C@H](c3ccc(OCCO)cc3)N3[C@H](c4ccccc4)[C@H](c4ccccc4)OC(=O)[C@H]3[C@@H]2C(=O)N2CCCCCCC2)cc1
9.2	C[C@H]1CN([C@@H](C)CO)C(=O)c2cccc(NC(=O)c3nc4ccccc4s3)c2O[C@@H]1CN(C)Cc1ccc(-c2ccccc2)cc1
1.1	C[C@H](CO)N1C[C@H](C)[C@H](CN(C)S(=O)(=O)c2ccccc2)Oc2ccc(NC(=O)CCCCCC(=O)Nc3ccccc3N)cc2C1=O
-0.3	Cc1noc(C)c1NC(=O)Nc1ccc2c(c1)CC(=O)N([C@H](C)CO)C[C@H](C)[C@@H](CN(C)Cc1ccncc1)O2
-5.6	COc1ccc(S(=O)(=O)Nc2ccc3c(c2)CC(=O)N([C@@H](C)CO)C[C@H](C)[C@H](CN(C)Cc2ccc(-c4ccccc4)cc2)O3)cc1
2.9	O=C(C[C@@H]1C=C[C@H](NC(=O)C2CC2)[C@@H](CO)O1)NC1CCC1
4.2	C[C@H](CO)N1C[C@H](C)[C@H](CN(C)CC2CC2)Oc2cc(C#Cc3ccccc3F)ccc2S1(=O)=O
-8.3	C[C@@H](O)C#Cc1cnc2c(c1)C(=O)N([C@@H](C)CO)C[C@H](C)[C@@H](CN(C)C(=O)Cc1ccccn1)O2
1.9	C[C@H](CO)N1C[C@H](C)[C@@H](CN(C)Cc2ccccn2)Oc2ncc(-c3ccc(F)cc3)cc2C1=O
6.1	COc1ccc(S(=O)(=O)N(C)C[C@H]2OCCCC[C@H](C)Oc3ccc(NC(=O)c4ccncc4)cc3C(=O)N([C@H](C)CO)C[C@@H]2C)cc1
-3.5	Cc1noc(C)c1NC(=O)Nc1ccc2c(c1)C(=O)N([C@H](C)CO)C[C@H](C)[C@H](CN(C)C(=O)Nc1c(C)noc1C)OCCCC[C@H](C)O2
-4.0	CNC[C@H]1Oc2ccc(NS(=O)(=O)c3ccccc3)cc2CC(=O)N([C@H](C)CO)C[C@H]1C
-1.6	C[C@H]1CN([C@@H](C)CO)C(=O)c2cc(NS(=O)(=O)c3cn(C)cn3)ccc2O[C@@H]1CN(C)Cc1ccc(C(=O)O)cc1
-0.3	CCCN(C)C[C@@H]1Oc2cc(C3=CCCCC3)ccc2S(=O)(=O)N([C@H](C)CO)C[C@@H]1C
-2.8	Cc1ccc(S(=O)(=O)Nc2ccc3c(c2)C(=O)N([C@H](C)CO)C[C@H](C)[C@H](CN(C)C(=O)Nc2ccc4c(c2)OCO4)O3)cc1
0.5	C[C@H](CO)N1C[C@H](C)[C@H](CN(C)S(C)(=O)=O)Oc2ncccc2C1=O
-1.0	C[C@@H]1CN([C@@H](C)CO)C(=O)Cc2cc(NC(=O)Cc3cn(C)c4ccccc34)ccc2O[C@H]1CN(C)C
-1.4	CC(C)NC(=O)N(C)C[C@@H]1Oc2ccc(NC(=O)CCCCCC(=O)Nc3ccccc3N)cc2C(=O)N([C@@H](C)CO)C[C@H]1C
4.7	C[C@@H]1CN([C@H](C)CO)C(=O)c2cc(C#CCN(C)C)cnc2O[C@H]1CN(C)Cc1ccccn1
6.0	C[C@H](O)C#Cc1cnc2c(c1)C(=O)N([C@H](C)CO)C[C@H](C)[C@H](CN(C)Cc1cncnc1)O2
5.1	O=C(C[C@@H]1C[C@H]2c3cc(NS(=O)(=O)c4ccc(F)cc4)ccc3O[C@H]2[C@H](CO)O1)NCc1ccc(Oc2ccccc2)cc1
-7.7	C[C@H]1CN([C@@H](C)CO)C(=O)Cc2cc(NC(=O)Cc3cn(C)c4ccccc34)ccc2O[C@@H]1CN(C)Cc1ccc(Cl)c(Cl)c1
8.8	C[C@@H]1CN([C@H](C)CO)S(=O)(=O)c2ccc(C#Cc3cccnc3)cc2O[C@H]1CN(C)CC1CCOCC1
-5.0	C[C@@H]1CN([C@@H](C)CO)C(=O)Cc2cc(NC(=O)CCC(F)(F)F)ccc2O[C@H]1CN(C)Cc1ccccc1
4.6	COc1ccc(-c2cc(=O)c3c(O)c(OC)c(O[C@H]4O[C@H](CO[C@@H]5O[C@@H](C)[C@H](O)[C@@H](O)[C@H]5O)[C@@H](O)[C@H](O)[C@H]4O)cc3o2)cc1
7.4	C/C=C/c1cnc2c(c1)C(=O)N([C@@H](C)CO)C[C@@H](C)[C@@H](CN(C)C(=O)c1cnccn1)O2
1.0	CC(C)NC(=O)Nc1cccc2c1O[C@@H](CN(C)Cc1ccncc1)[C@@H](C)CN([C@H](C)CO)C2=O
-10.0	C[C@H]1CN([C@@H](C)CO)C(=O)c2cccc(NC(=O)NC3CCCCC3)c2O[C@@H]1CN(C)C(=O)Nc1ccc(C(F)(F)F)cc1
-9.2	C[C@@H]1CN([C@@H](C)CO)C(=O)c2cc(NC(=O)Nc3ccc(C(F)(F)F)cc3)ccc2O[C@@H]1CN(C)C
5.7	C[C@H](CO)N1C[C@H](C)[C@@H](CN(C)Cc2cncnc2)Oc2cc(-c3cncnc3)ccc2S1(=O)=O
4.8	C[C@H](CO)N1C[C@H](C)[C@@H](CN(C)C(=O)Nc2ccc(C(F)(F)F)cc2)Oc2c(NC(=O)c3nc4ccccc4s3)cccc2C1=O
24.1	C[C@@H]1CN([C@H](C)CO)S(=O)(=O)c2ccc(-c3cncnc3)cc2O[C@@H]1CN(C)C(=O)c1cccc(F)c1
14.0	O=C(CCCCCC(=O)Nc1ccccc1O)N/N=C/c1ccc2c(c1)OCCO2
1.7	C[C@@H]1CN([C@@H](C)CO)C(=O)c2cc(NS(=O)(=O)c3ccccc3)ccc2O[C@@H]1CN(C)S(=O)(=O)c1ccc(F)cc1
-2.5	Cn1c(-c2ccc3c(c2)OCO3)cc(=O)c2ccccc21
-3.1	CC(=O)N(C)C[C@@H]1Oc2cc(-c3ccccc3)ccc2S(=O)(=O)N([C@@H](C)CO)C[C@@H]1C
-1.0	C[C@H]1CN([C@@H](C)CO)C(=O)c2cc(NS(=O)(=O)c3ccc(Cl)cc3)ccc2O[C@H]1CN(C)C(=O)NC1CCCCC1
0.6	Cc1noc(C)c1S(=O)(=O)Nc1ccc2c(c1)C(=O)N([C@@H](C)CO)C[C@H](C)[C@@H](CN(C)S(=O)(=O)c1ccc(F)cc1)O2
0.9	C[C@@H]1CN([C@@H](C)CO)C(=O)Cc2cc(NS(=O)(=O)c3ccccc3)ccc2O[C@H]1CN(C)C(=O)Nc1ccccc1
1.2	COc1ccc(S(=O)(=O)N(C)C[C@@H]2Oc3c(NC(=O)Nc4ccc5c(c4)OCO5)cccc3C(=O)N([C@@H](C)CO)C[C@@H]2C)cc1
2.1	C[C@H](CO)N1C[C@H](C)[C@H](CN(C)C(=O)c2cccc(F)c2)Oc2ncc(C3=CCCCC3)cc2C1=O

Sorted by molar mass (descending): some entries from above.
NSD2 block	molecule
6.1	COc1ccc(S(=O)(=O)N(C)C[C@H]2OCCCC[C@H](C)Oc3ccc(NC(=O)c4ccncc4)cc3C(=O)N([C@H](C)CO)C[C@@H]2C)cc1
6.4	C[C@@H]1CN([C@H](C)CO)C(=O)c2cc(-c3ccncc3)cnc2O[C@H]1CN(C)S(=O)(=O)c1ccccc1
-4.9	CC(C)C#Cc1cnc2c(c1)C(=O)N([C@@H](C)CO)C[C@H](C)[C@H](CN(C)S(=O)(=O)c1cn(C)cn1)O2
1.0	CC(C)NC(=O)Nc1cccc2c1O[C@@H](CN(C)Cc1ccncc1)[C@@H](C)CN([C@H](C)CO)C2=O
11.4	COc1cccc(CN(C)C[C@@H]2OCc3cnnn3CCCC(=O)N([C@@H](C)CO)C[C@H]2C)c1
-2.5	Cn1c(-c2ccc3c(c2)OCO3)cc(=O)c2ccccc21
